ARFGAP1 inhibitor = inhibits rat ARF GTPase activating protein 1; Q62848; Arfgap1-stimulated ARF1 GTP hydrolysis, GDP FP detection; inhibition, % at 16.5 µM; 360,000 tested, 0.26% active;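 active means inhibition above a per-plate limit, mean inhibition of low control wells plus 3 SD, cut at about 25% in these data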;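 further: 0% = DMSO wells with enzyme and 100% = wells lacking Arfgap1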
Target sequence (Q62848 1-136 limits assumed): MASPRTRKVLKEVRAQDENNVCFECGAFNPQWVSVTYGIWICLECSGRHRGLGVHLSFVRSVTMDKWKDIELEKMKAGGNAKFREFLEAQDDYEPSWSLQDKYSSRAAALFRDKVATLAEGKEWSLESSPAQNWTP
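Material – truncated rat Arfgap1 GAP domain · Buffer or medium – HEPES-based buffer, pH 7.5 · Reagent – human ARF1(Δ1-17)-GTP substrate · Dosing – 16.5 µM single point, 1.26% DMSO · Schedule – GTP hydrolysis reaction 2 h at 25 °C · Technique – GDP detection by fluorescence polarization · Benchmarks – No-Arfgap1 wells (100%) versus DMSO full-reaction wells (0%) · Repeats – single replicate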
Tn6 DDE FP = inhibitors of Tn6 peptide binding to human fibrin DD(E) | P02675 | Fibrin DD(E) TRITC-Tn6 fluorescence polarization displacement | inhibition, % at 8.3 µM | 370,000 tested, 0.21% active | AID 720509;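 active means inhibition above a per-campaign cutoff: mean of compounds within control limits plus 3 SD, cut at about 15% in these data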;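 further: 0% = median of all compound wells on the plate and 100% = blocking peptide control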
UHRF1 MBD2 ctr = blocks human UHRF1 binding to methylated DNA; 370,000 tested, 0.75% active; UHRF1 binding to methylated oligo, TR-FRET; inhibition, % at 4.4 µM; in the data active means inhibition above about 21%;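 further: UHRF1 SRA domain binding a hemimethylated CpG hairpin DNA probe; 0% = median of test compound wells and 100% = reference inhibitor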
Target sequence (Q96T88 whole entry, looked up, the tested form may be a part): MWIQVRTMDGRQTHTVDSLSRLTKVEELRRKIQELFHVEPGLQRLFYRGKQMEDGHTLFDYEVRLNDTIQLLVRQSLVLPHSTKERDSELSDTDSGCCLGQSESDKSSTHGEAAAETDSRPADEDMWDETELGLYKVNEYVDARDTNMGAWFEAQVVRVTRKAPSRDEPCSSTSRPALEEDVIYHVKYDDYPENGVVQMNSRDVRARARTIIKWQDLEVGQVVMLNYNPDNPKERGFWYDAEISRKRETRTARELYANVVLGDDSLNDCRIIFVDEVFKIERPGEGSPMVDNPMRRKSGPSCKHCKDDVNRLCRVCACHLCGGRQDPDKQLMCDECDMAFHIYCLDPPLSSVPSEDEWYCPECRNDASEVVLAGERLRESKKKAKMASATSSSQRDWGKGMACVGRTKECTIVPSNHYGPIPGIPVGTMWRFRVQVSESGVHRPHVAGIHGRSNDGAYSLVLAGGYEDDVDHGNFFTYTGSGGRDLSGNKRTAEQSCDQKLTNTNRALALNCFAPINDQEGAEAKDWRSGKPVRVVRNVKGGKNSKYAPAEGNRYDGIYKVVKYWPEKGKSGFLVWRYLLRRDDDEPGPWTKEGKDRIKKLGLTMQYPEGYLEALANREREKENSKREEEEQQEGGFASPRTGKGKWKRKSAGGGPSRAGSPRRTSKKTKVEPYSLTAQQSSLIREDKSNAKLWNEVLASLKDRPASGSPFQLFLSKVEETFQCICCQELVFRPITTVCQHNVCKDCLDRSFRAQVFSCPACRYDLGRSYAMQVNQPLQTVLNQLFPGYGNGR
PLC-gamma1 inh = PLC-gamma1 (human) inhibition, primary screen; purified PLC-gamma1, fluorogenic substrate, fluorescence; inhibition, % at 12.2 µM; 370,000 tested, 0.84% active; AID 720700; in the data active means inhibition above about 9.5%
proKLK7 act = activates the human kallikrein-7 zymogen. 370,000 tested, 0.9% active. activation, % at 7 µM. purified proKLK7, EDANS-DABCYL substrate fluorescence; 100% is mature enzyme control, 0% vehicle. P49862;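 active means activation above the mean of all tested compounds plus 3 SD, computed per campaign excluding outliers beyond control limits, cut at about 13% in these data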
sPLA2-III inh = Blocks human group III sPLA2 activity; AID 743126; inhibition, % at 12.2 µM; QFRET BODIPY PC-A2 liposome hydrolysis, fluorescence; 370,000 tested, 0.56% active; Q9NZ20;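 active means inhibition above mean plus 3 SD of compounds lying within the high and low control bounds, cut at about 19% in these data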;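 further: 0% = median of test compound wells and 100% = no enzyme DMSO wells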
PLCb3 inh = blocks human PLC-beta3 enzyme activity; Q01970; Purified PLC-beta3, fluorogenic substrate, fluorescence; inhibition, % at 12.2 µM; 370,000 tested, 0.18% active; in the data active means inhibition above about 11%;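 further: 0% = median of compound wells on plate and 100% = full blocker control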
ASAP1 inh = blocks human ASAP1-stimulated Arf1 GTP hydrolysis; 360,000 tested, 0.19% active; AID 624377; Q9ULH1; inhibition, % at 16.5 µM; GDP FP detection; in the data active means inhibition above about 25%;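 further: 0% = vehicle with enzyme and substrate and 100% = no enzyme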
Tn7 DDE FP = inhibitors of Tn7 peptide binding to human fibrin DD(E). 370,000 tested, 0.13% active. FP displacement of FITC-Tn7 peptide from fibrin DD(E); 0% = median of compound wells per plate. inhibition, % at 8.3 µM. AID 720508;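 active means inhibition above the mean of compounds falling within the control limits plus 3 SD of them, cut at about 14% in these data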;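 further: 0% = plate median of compound wells and 100% = 10 µM Aha-Tn7 peptide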
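system = human fibrin DD(E) protein | quantity = DD(E) 2 µM final | medium = Tris/NaCl/CaCl2 buffer, pH 7.8 | also added = labelled Tn7 tracer, 0.1 µM | compound dosing = single point at 8.3 µM | timing = compound with protein 10 min, then 3 h after probe, room temperature | signal = FP measurement | benchmarks = Aha-Tn7 high control | repeats = one replicate per compound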
Rev-erbA mod = modulates human Rev-erb alpha binding to DNA; activity, % at 10 µM; P20393; Rev-erbα–FITC-DNA binding, fluorescence polarization, 90 min; 370,000 tested, 0.79% active;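 active means activity above about 14%, limit read from the data; passing the limit was not always enough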;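 further: 0% = DMSO wells with 35 nM protein and 100% = DMSO wells with 750 nM protein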
Starred values were filed as active, the others as inactive; . = not tested or not shown; & = joins results of further samples.

Rev-erbA mod,Tn7 DDE FP,sPLA2-III inh,Tn6 DDE FP,proKLK7 act,PLC-gamma1 inh,PLCb3 inh,ARFGAP1 inhibitor,UHRF1 MBD2 ctr,ASAP1 inh,SMILES
3,1,-1,-5,-0.3,2,-6,-7,3,2,O=C(Cc1ccc(Cl)cc1Cl)OCC(=O)N1CCCCC1
4,-5,1,-6,0.1,2,0,0,2,-10,O=C(C[C@H]1CC[C@@H]2[C@H](COC[C@@H](O)CN2Cc2ccc(Cl)cc2)O1)NCCc1ccccc1
5,6,-1,-4,1.3,2,8,10,1,4,C[C@H](CO)N1C[C@H](C)[C@H](CN(C)S(=O)(=O)c2ccc3ccccc3c2)OCc2cnnn2CCCC1=O
2,7,-7,12,-0.2,0,1,-5,-1,-2,CC(NC(=O)c1cc2ccccc2o1)C(=O)O (centres undefined)
0,1,-9,-3,0.5,1,-1,6,-1,26*,Cc1noc(C)c1NC(=O)N(C)C[C@H]1OCCCC[C@@H](C)Oc2ccc(NS(=O)(=O)c3ccccc3)cc2C(=O)N([C@H](C)CO)C[C@@H]1C
-7,5,5,2,0.4,0,-8,-10,6,9,O=c1cc(-c2ccc([N+](=O)[O-])cc2)c2cc3c(cc2[nH]1)OCCO3
-2&-3,10,-3,4,0.7,-15,-16,-12,-6,1,NC(=O)N/N=C/c1ccc([N+](=O)[O-])o1
-1,0,-1,2,-0.5,0,-3,0,-1,-1,CCCCOC(=O)C1=C(C)NC(=O)NC1c1ccc2c(c1)OCO2 (centres undefined)
-4,3,1,-2,-0.7,0,4,0,0,5,O=C(CC12CC3CC(CC(C3)C1)C2)NCC(=O)N1CCCC1
2,1,-5,-6,-0.6,6,2,2,0,7,COc1ccccc1C/C(N)=N/OC(=O)c1cccc([N+](=O)[O-])c1
5,-5,5,4,0.1,0,-11,4,1,7,O=C(Nc1ccc(F)cc1)c1cc(-c2ccccn2)nc2c(Cl)cccc12
-5,2,5,8,0.6,4,5,-1,0,8,Cn1c(=O)c2c(nc(SCCN3CCOCC3)n2Cc2ccc(F)cc2)n(C)c1=O

Next part:
Rev-erbA mod,Tn7 DDE FP,sPLA2-III inh,Tn6 DDE FP,proKLK7 act,PLC-gamma1 inh,PLCb3 inh,ARFGAP1 inhibitor,UHRF1 MBD2 ctr,ASAP1 inh,SMILES
3,-5,-5,3,-0.5,2,-4,4,-2,-4,O=C(N/N=C/c1ccco1)c1ccc2nc[nH]c2c1
2,1,7,6,-0.3,1,3,3,10,15,COCC(C)NS(=O)(=O)c1ccc(C)cc1 (centres undefined)
4,-5,-12,-8,0.2,4,0,-11,-2,12,OC(c1ccc(Cl)cc1)c1ncc(-c2ccc(Cl)cc2)[nH]1 (centres undefined)
1,3,5,4,-0.7,-2,-9,5,2,5,O=C1N(Cc2cccnc2)C[C@@H]2C[C@@H](c3ccccc3C(F)(F)F)N3CCC[C@@]123
-2,4,-8,-8,-2.6,-48,-52,-3,0,-8,Cc1ccc(C2CC(c3cccs3)=NN2C(=O)CSc2nc3ccccc3o2)cc1 (centres undefined)
-6,-3,9,7,-0.5,-2,-5,-5,4,-5,COc1cccc(OC)c1OC(=O)C1CC(=O)N(c2ccc3c(c2)OCCO3)C1 (centres undefined)
3,1,-2,5,0.4,-1,2,-7,0,0,O=C1c2ccccc2C(=O)N1OCc1ccc(Cl)cc1
8,5,-2,-1,0.7,-8,-9,4,-4,2,COc1ccc(/C=C2\SC(=O)N(CC(=O)Nc3cccnc3)C2=O)cc1OC
2&3,6,-14,4,0.0,2,2,12,3,-8,Fc1ccc(C(c2ccc(F)cc2)N2CCN(C/C=C/c3ccccc3)CC2)cc1
3,4,12,3,-0.9,0,0,-6,1,-1,CCOC(=O)N1C(=O)[C@](CC)(c2ccccc2)N1C(=O)OCC
2,5,-13,0,-0.8,-26,-44,2,-4,-7,COC(=O)c1ccc2c(c1)N(Cc1nc(-c3ccc(Cl)cc3)oc1C)C(=O)C1CCCN21 (centres undefined)
-7,6,2,-1,-0.8,1,-2,6,2,0,CCCS(=O)(=O)n1nc(-c2ccc(OC)cc2OC)cc1N

Following part:
Rev-erbA mod,Tn7 DDE FP,sPLA2-III inh,Tn6 DDE FP,proKLK7 act,PLC-gamma1 inh,PLCb3 inh,ARFGAP1 inhibitor,UHRF1 MBD2 ctr,ASAP1 inh,SMILES
-1,9,4,1,0.2,-4,-1,-9,-6,-5,COCc1[nH]nc2c1C(c1ccc(OC)c(OC)c1)C(C#N)=C(N)O2 (centres undefined)
-3,0,2,-6,-0.2,1,-7,-16,-3,-9,CCN(CC)S(=O)(=O)c1ccc(C(=O)OCC(=O)N2CCOCC2)cc1
-3,-1,7,3,-0.6,6,4,4,-2,-7,CC1CCN(C(=S)c2cn(Cc3ccccc3F)c3ccccc23)CC1
28*,-5,4,0,0.5,3,-9,-2,3,-3,O=C(c1ccc(F)cc1)c1ccc(-c2ccc(F)cc2)nc1
5,-2,-4,-10,0.5,2,-4,2,-1,-7,COc1ccc(OCC(=O)c2c[nH]c3ccccc23)cc1
-4,5,1,0,0.2,-9,-17,-12,6,-1,O=C(COc1ccc2c3c(c(=O)oc2c1)CCCC3)NCCCN1CCOCC1
12*,-3,4,-10,0.2,5,-3,6,0,9,O=C(Nc1cc(Cl)cc(Cl)c1)Nc1cnccn1
3,-1,4,-6,-0.1,1,0,9,1,1,COc1cccc(C(=O)c2c[nH]c(C(=O)NCc3ccco3)c2)c1
-1,-2,4,8,-0.6,-2,-2,-3,0,-6,CCc1cc(-c2n[nH]c(=S)n2-c2cccc(C)c2)cs1
-1,2,-49,-1,-16,-56,-100,-15,-6,17,CN(C(=O)c1cc2ccccc2cc1O)C1CCCCC1
0,9,8,-5,-0.1,3,4,-1,0,-8,CN1CCN(C(=O)CCc2ncc(C(F)(F)F)cc2Cl)CC1
-1,2,5,3,0.2,1,-1,-3,3,-11,CN1CCC(NC(=S)NC2CC2)CC1

Full records, looked up by structure:
O=C(Nc1cc(Cl)cc(Cl)c1)Nc1cnccn1 is entered as Rev-erbA mod = 12*; Tn7 DDE FP = -3; sPLA2-III inh = 4; Tn6 DDE FP = -10; proKLK7 act = 0.2; PLC-gamma1 inh = 5; PLCb3 inh = -3; ARFGAP1 inhibitor = 6; UHRF1 MBD2 ctr = 0; ASAP1 inh = 9
O=C(N/N=C/c1ccco1)c1ccc2nc[nH]c2c1 is entered as Rev-erbA mod = 3; Tn7 DDE FP = -5; sPLA2-III inh = -5; Tn6 DDE FP = 3; proKLK7 act = -0.5; PLC-gamma1 inh = 2; PLCb3 inh = -4; ARFGAP1 inhibitor = 4; UHRF1 MBD2 ctr = -2; ASAP1 inh = -4

The list continues:
Rev-erbA mod,Tn7 DDE FP,sPLA2-III inh,Tn6 DDE FP,proKLK7 act,PLC-gamma1 inh,PLCb3 inh,ARFGAP1 inhibitor,UHRF1 MBD2 ctr,ASAP1 inh,SMILES
3,4,16,-8,-0.2,-1,-3,5,0,-6,Cc1cccc(NC(=O)c2cccc(C(=O)Nc3cccc(C)n3)c2)n1
2,10,-2,0,0.5,-4,-8,-21,1,-2,Nc1nc(SCC(=O)Nc2ccc(Cl)cc2C(F)(F)F)n[nH]1
3,-2,-2,0,0.6,-4,-3,4,-1,-2,COC(=O)C1=C(C)N(Cc2cccc(C(F)(F)F)c2)C(=NCC2CC2)NC1c1ccccc1C(F)(F)F (centres undefined)
-3&-4,-5&4,9&8,-1&2,-0.5&0.5,1&4,-1&0,8&16,-3&1,0&8,COc1cc(NC(=O)c2csc(-c3ccncc3)n2)cc(C(=O)Nc2cccc(C(F)(F)F)c2)c1
-3,1,-8,1,-0.6,5,5,3,0,0,O=C(c1ccc([N+](=O)[O-])cc1)n1nc(-c2ccccc2)nc1NCc1ccc(F)cc1
-1,-6,0,-12,-7.8,-33,-57,2,-1,2,Nc1ccc(-n2c(N)c(C(=O)NCc3ccc4c(c3)OCO4)c3nc4ccccc4nc32)cc1
-3,4,11,-1,0.1,3,-11,-2,4,-8,O=C(O)c1ccc(-n2cc(C(=O)c3ccccc3O)cn2)cc1
1,-6,0,3,-0.6,1,-6,-1,2,12,CC(C)CN(CC(C)C)C(=S)Nc1ccc(Cl)cc1
6,-7,-10,-4,0.3,5,-8,.,-2,.,COC(=O)[C@]12C[C@H](CC(=O)NCc3ccc(C)o3)C(=O)N(Cc3cccc4ccccc34)C1=C[C@H](COCc1ccccc1)O[C@@H]2C
2,8,-6,10,-0.7,-3,-6,-8,-2,6,COc1oc(C(=O)NC2CCCCC2)c(-c2ccc(Cl)cc2)c1S(=O)(=O)c1ccccc1
-2,4,-4,7,-0.3,2,-1,0,-5,2,O=C(Nc1ccccc1Cl)C(Cl)C(=O)c1ccccc1 (centres undefined)
1,-10,7,-8,0.6,1,-5,4,-1,7,Cc1ccccc1NC(=S)Nc1ccccn1

(more compounds)
Rev-erbA mod,Tn7 DDE FP,sPLA2-III inh,Tn6 DDE FP,proKLK7 act,PLC-gamma1 inh,PLCb3 inh,ARFGAP1 inhibitor,UHRF1 MBD2 ctr,ASAP1 inh,SMILES
1,8,0,1,0.2,2,4,1,-1,-2,O=C(COc1cccnc1[N+](=O)[O-])N1CCN(S(=O)(=O)c2ccccc2)CC1
2,-3,4,0,-0.2,5,-71,3,3,7,COc1ccc(CCn2c(C)nc3c(c(=O)c4ccccc4n3C)c2=O)cc1
-1,4,-1,7,-0.2,-1,4,-2,2,5,COc1ccc(Cl)cc1-c1nc(SCC(=O)NC2CC2)n[nH]1
0,3,-1,-1,0.4,3,0,4,-3,-1,COc1ccc(C(=O)NNC(=O)CSc2nnc(C)n2C)cc1
4,-2,1,0,0.1,-6,-8,3,1,0,O=C(CSc1nncc2ccccc12)N1CCOCC1
3,4,9,-6,0.2,2,2,-8,-1,-2,Cc1cc(C)nc(Nc2nc(C(N)Cc3ccc(Cl)cc3)cs2)n1 (centres undefined)
2,0,-2,-2,-0.1,-2,-4,10,2,-2,CNC(=O)CSc1nc2sccc2c(=O)n1-c1ccccc1
5,-3,-2,-1,-0.8,-2,-5,2,0,-13,C[C@@H](NC(=O)[C@@H]1Cc2ccccc2CN1)C(=O)NCC1CCCO1 (some centres undefined)

Screens: PubChem BioAssay, several laboratories
